GC-B act: human GC-B receptor activators, primary screen, HEK293 GC-B cells, cGMP TR-FRET, EC30 CNP; activation, % at 10 µM; 370,000 compounds, 0.11% hits; 0% at EC30 CNP, 100% saturating CNP;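 active = activation at 10 µM reaching about 35% in either raw or pattern-adjusted values, limit read from the data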
GC-A act: GC-A stimulated cGMP production enhancers – HEK293 GC-A cells, cGMP TR-FRET, EC30 ANP, primary screen; Atrial natriuretic peptide receptor 1 (Homo sapiens), P16066; 0% at EC30 ANP, 100% saturating ANP; activation, % at 10 µM; 370,000 compounds, 0.14% hits; in the data active = activation above about 40%
Target sequence (P16066 whole entry, looked up): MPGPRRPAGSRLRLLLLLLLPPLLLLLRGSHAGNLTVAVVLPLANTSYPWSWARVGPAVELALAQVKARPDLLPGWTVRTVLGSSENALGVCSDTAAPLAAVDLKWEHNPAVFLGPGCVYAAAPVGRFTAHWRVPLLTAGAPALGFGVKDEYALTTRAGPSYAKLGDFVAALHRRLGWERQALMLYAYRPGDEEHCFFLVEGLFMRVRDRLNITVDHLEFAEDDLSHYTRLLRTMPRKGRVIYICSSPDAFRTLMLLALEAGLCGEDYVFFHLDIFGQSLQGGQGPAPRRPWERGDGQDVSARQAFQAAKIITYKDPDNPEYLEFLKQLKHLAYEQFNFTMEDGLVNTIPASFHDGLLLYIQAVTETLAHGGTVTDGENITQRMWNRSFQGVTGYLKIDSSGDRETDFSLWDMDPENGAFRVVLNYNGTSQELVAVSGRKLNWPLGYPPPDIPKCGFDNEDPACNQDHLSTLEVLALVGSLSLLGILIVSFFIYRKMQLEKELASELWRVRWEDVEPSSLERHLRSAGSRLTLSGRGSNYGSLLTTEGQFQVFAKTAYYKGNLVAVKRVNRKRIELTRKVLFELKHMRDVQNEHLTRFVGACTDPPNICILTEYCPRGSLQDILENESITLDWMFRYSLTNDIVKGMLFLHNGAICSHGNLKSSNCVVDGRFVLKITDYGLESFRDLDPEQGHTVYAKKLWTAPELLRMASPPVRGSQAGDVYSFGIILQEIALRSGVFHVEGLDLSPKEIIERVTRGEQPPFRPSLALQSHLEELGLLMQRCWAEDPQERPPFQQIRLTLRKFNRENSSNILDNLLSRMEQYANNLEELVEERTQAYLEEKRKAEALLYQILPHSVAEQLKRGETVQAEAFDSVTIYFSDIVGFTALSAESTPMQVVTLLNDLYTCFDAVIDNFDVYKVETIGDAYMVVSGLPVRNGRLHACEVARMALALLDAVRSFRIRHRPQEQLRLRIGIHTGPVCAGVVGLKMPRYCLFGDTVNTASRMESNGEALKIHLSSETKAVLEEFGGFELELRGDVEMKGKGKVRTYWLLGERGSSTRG
ADAM10 inh: human ADAM10 inhibitors, primary screen, biochemical, QFRET, HTS. Disintegrin and metalloproteinase domain-containing protein 10 (Homo sapiens), O14672. recombinant ADAM10, EDANS/DABCYL FRET peptide cleavage, 3 h. inhibition, % at 7 µM. 370,000 compounds, 0.62% hits;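 active = inhibition above a per-campaign cutoff equal to the mean of compounds falling between control-based bounds plus 3 SD, cut at about 20% in these data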;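 also: 0% = DMSO wells while the 100% control is not disclosed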
ssDAF-12 act: S. stercoralis DAF-12 nuclear receptor activators, primary screen, cell-based, luminescence, HEK293, GRIP1 co-expression, lit1-tk-luc | Nuclear hormone receptor DAF-12 (Strongyloides stercoralis) | HEK293 ssDAF-12/GRIP1 lit1-tk-luc reporter; % of 3 µM dafachronic acid response | activation, % at 6.8 µM | 370,000 compounds, 1% hits;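 active = activation above the mean over all tested compounds plus 3 SD, cut at about 0.9% in these data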;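 also: 0% = DMSO-only wells and 100% = 3 µM delta7-dafachronic acid wells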
hcDAF12 agonist: H. contortus DAF-12 nuclear receptor activators, primary screen, cell-based, luminescence, HEK293, lit1-tk-luc reporter; AID 652067, 2013; 370,000 compounds, 1.4% hits; HEK293 hcDAF-12 lit1-tk-luc reporter; 0% DMSO, 100% Δ7-dafachronic acid; activation, % at 6.8 µM;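 active = activation above the mean of all tested compounds plus 3 SD, cut at about 5.5% in these data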;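 also: 100% = response to 3 µM Δ7-dafachronic acid high control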
SMARCA2 act: SMARCA2 (BRM) function activators, primary screen, cell-based, luminescence, high throughput. MG213 cells, MMTV-luciferase reporter, dexamethasone, overnight. activation, % at 9.1 µM. 370,000 compounds, 1% hits. AID 652017, 2013; in the data active = activation above about 7.8%;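 also: 0% = vehicle wells and 100% = reference activator wells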
DAX1 inh-1: DAX1 (NR0B1) inhibitors, primary screen, cell-based, HEK293, Gal4-DAX1, luciferase luminescence; AID 504766, 2011; 340,000 compounds, 0.99% hits; Nuclear receptor subfamily 0 group B member 1 (Homo sapiens), P51843; HEK293 Gal4-DAX1 luciferase reporter; inhibition, % at 6.75 µM;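 active = inhibition above the mean over all tested compounds plus 3 SD, cut at about 4.2% in these data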;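 also: 0% = DAX1-transfected cells with DMSO and 100% = empty-vector control cells with DMSO; inhibition shows as a rise in luminescence from relieved DAX1 repression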
DAX1 inh-2: DAX1 (NR0B1) inhibitors on StAR promoter, primary screen, cell-based, luminescence, SF-1 (NR5A1), full-length DAX-1; HEK293T StAR-luciferase reporter, SF-1/DAX-1 repression relief; inhibition, % at 6.8 µM; 370,000 compounds, 1.1% hits; AID 652010, 2013;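 active = inhibition above the mean over all tested compounds plus 3 SD, cut at about 3.6% in these data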;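 also: 0% = DAX-1 cells with DMSO and 100% = cells lacking DAX-1 with DMSO; higher inhibition means more luminescence from relief of DAX-1 repression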
hgDAF12 agonist: H. glycines DAF-12 receptor agonists, primary screen, cell-based, luminescence, HEK293, GAL4 fusion, UAS-luciferase; Nuclear hormone receptor DAF-12 (Heterodera glycines), GAL4 fusion; HEK293 GAL4-hgDAF12 UAS-luciferase reporter, agonist luminescence; normalized to butyrate control; activation, % at 6.8 µM; 370,000 compounds, 1.8% hits; AID 687014, 2013;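 active = activation above a cutoff set at the mean of all screened compounds plus 3 SD, cut at about 10% in these data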;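 also: 0% = DMSO wells and 100% = sodium butyrate wells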
FXN GAA850 act: FXN promoter activators, primary screen, cell-based, luciferase luminescence, HEK293 lucGAA850. 360,000 compounds, 0.56% hits. activation, % at 6 µM. AID 540364, 2011. HEK293 lucGAA850 FXN promoter luciferase reporter, 24 h; percent of 10 µM SAHA response;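 active = activation above the average of all compounds screened plus 3 SD, cutoff fixed separately per campaign, cut at about 7.5% in these data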;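 also: 0% = DMSO wells and 100% = 10 µM SAHA wells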
sPLA2-III inh: human group III sPLA2 inhibitors, primary screen, biochemical, QFRET, BODIPY PC-A2 liposome substrate; 370,000 compounds, 0.56% hits; QFRET BODIPY PC-A2 liposome hydrolysis, fluorescence; inhibition, % at 12.2 µM; Group 3 secretory phospholipase A2 (Homo sapiens), Q9NZ20; AID 743126, 2013;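 active = inhibition above mean plus 3 SD of compounds lying within the high and low control bounds, cut at about 19% in these data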;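 also: 0% = median of test compound wells and 100% = no enzyme DMSO wells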
Starred values were filed as active, the others as inactive; i = inactive; · = not tested or not shown.

SMILES	GC-B act	GC-A act	ADAM10 inh	ssDAF-12 act	hcDAF12 agonist	SMARCA2 act	DAX1 inh-1	DAX1 inh-2	hgDAF12 agonist	FXN GAA850 act	sPLA2-III inh
O=C(Cc1cccc2ccccc12)NNC(=O)c1ccc(Br)o1	3.5	4.2	12.0	-0.9	0.1	-1.9	0.4	-0.2	0.9	-0.1	-8.7
Cc1ccc(C(=O)O/N=C2\CCS(=O)(=O)c3sccc32)cc1	-2.9	-1.7	10.2	-0.4	-0.1	1.0	-0.5	-0.3	0.3	0.3	5.8
COC(=O)[C@]12CCCCC=C1N(Cc1ccc(Cl)cc1Cl)C(=O)[C@H](CC(=O)NCC1CCCCC1)C2	6.9	-4.5	1.6	-0.6	-0.9	-4.7	·	0.4	-0.8	·	-0.3
COc1cccc(CN2CCN(C(=O)Nc3ccc([N+](=O)[O-])cc3)CC2)c1	1.4	3.5	-4.9	-2.4	-2.4	-5.4	-0.5	-0.2	-2.1	1.6	-8.9
CCc1ccc(C(C(=O)NC2CCCC2)N(CCOC)C(=O)CCC(=O)Nc2cc(C)on2)cc1 (stereo unspecified)	-2.0	3.8	-9.4	-1.0	-1.4	-2.1	-0.1	-0.2	0.6	-0.8	2.0
O=C(c1ccccc1)N1CCN(c2ncnc3sc4c(c23)CCC4)CC1	-5.2	3.9	-13.3	-2.1	-4.6	-2.9	-2.5	-1.9	-5.0	-0.8	1.0
COc1ccc(NS(=O)(=O)c2cc(Cl)ccc2Cl)cc1S(=O)(=O)N1CCCCC1	3.5	0.7	14.1	-1.9	-1.4	-1.2	1.9	-0.1	-0.9	1.5	-23.0
COC(=O)c1sccc1N/C=C(\C#N)S(=O)(=O)C(C)(C)C	9.4	4.2	6.2	-1.0	0.4	-4.4	·	0.2	-0.6	-1.0	-1.0
CCCCn1c(N)c(N(CCOC)C(=O)CN(C)CC(=O)Nc2ccc(Cl)c(Cl)c2)c(=O)[nH]c1=O	-1.2	0.8	-12.1	-1.0	-1.9	-3.4	0.6	-2.3	-3.6	-1.9	12.2
CCOCC(=O)Nc1cc(C(F)(F)F)ccc1Oc1cccc(Br)c1	-2.5	2.1	-1.2	-0.9	-1.1	-3.2	-0.2	-0.5	-1.7	4.6	2.9
COc1ccc2nc(NS(=O)(=O)c3ccc(NC(C)=O)cc3)sc2c1	-3.3	2.1	8.9	0.3	2.6	-0.4	-1.4	1.0	-0.5	0.1	-25.1
Cc1ccc(C)c(OCCC(=O)NNC(=O)c2cc(C)oc2C)c1	0.7	-3.3	-23.3	-0.4	-2.3	-1.2	1.2	-0.6	-1.3	0.4	-1.6
O=C(c1ccc(-c2cccc(C(F)(F)F)c2)o1)N1CCN(c2ccccc2O)CC1	-6.5	6.6	8.4	-1.6	-0.6	1.5	-0.2	0.1	-2.0	0.9	-7.0
CC1(C(=O)NS(=O)(=O)C2CC2)CCCN(C(=O)c2ccco2)C1 (stereo unspecified)	-6.8	-0.8	-2.5	-1.3	-1.8	0.3	·	-1.1	1.2	0.5	-3.6
O=C(Nc1ncccc1O)c1ccc(Cl)c(S(=O)(=O)N2CCCC2)c1	6.7	-3.4	-2.4	0.2	-0.4	3.7	3.7	0.9	1.1	0.2	-7.8
CNC(=O)/C(C#N)=C/c1ccc(-c2ccccc2[N+](=O)[O-])o1	-6.8	-4.5	13.3	-1.1	1.0	3.9	1.1	-0.2	3.2	4.7	0.2
Cc1ccc(NC(=O)Nc2nnc(Cc3ccc([N+](=O)[O-])cc3)s2)cc1	1.1	-0.9	4.6	-0.6	4.3	0.8	-0.4	1.2	4.5	-1.1	3.4
COC(=O)c1cc(-c2ccc(Br)cc2)n[nH]1	-1.6	22.9	4.1	-1.2	-0.4	0.0	0.8	0.1	3.9	-0.3	-6.8
Cc1ccc2c(c1)C(O)(CC(=O)c1ccc3c(c1)OCO3)C(=O)N2 (stereo unspecified)	-0.6	0.2	-0.4	-0.8	-0.9	-0.4	-1.0	-0.4	-0.2	0.4	3.0
CSCCC(NC(=O)c1ccc(Cl)c([N+](=O)[O-])c1)C(=O)N1CCN(C/C=C/c2ccccc2)CC1 (stereo unspecified)	1.1	1.8	6.7	-0.9	-0.1	-2.5	-1.5	0.7	-0.6	0.1	-13.2
Cc1ccc(C(=O)NC(=S)NNS(=O)(=O)c2ccc(C)cc2)cc1	-5.0	-0.7	3.6	-1.2	3.8	-1.8	-0.1	0.8	5.0	-0.9	0.9
CCOC(=O)C1=C(COC(=O)CCOc2ccc(OCC)cc2)NC(=O)NC1C (stereo unspecified)	-0.4	2.4	-14.6	-1.4	-1.2	-5.4	0.1	-0.7	-1.7	-1.8	9.8
NC(=O)C1CCN(C(=O)CNC(=O)c2ccccc2)CC1	0.9	3.5	-11.3	-1.8	-0.2	-1.9	0.2	1.1	-3.8	0.6	2.9
COCCn1c(SC(C)C(=O)NCC2CCCO2)nc2sc3c(c2c1=O)CCC3 (stereo unspecified)	-0.5	-0.2	-7.2	-0.8	1.7	-1.7	-1.2	-1.3	-1.4	1.1	3.0
COc1ccc(CN2CCN(CCc3ccccc3)C(CCO)C2)c(Cl)c1OC (stereo unspecified)	-2.5	3.7	-4.7	-1.8	-2.7	-1.1	-1.4	0.1	-0.2	0.1	-4.9
Next structures.
SMILES	GC-B act	GC-A act	ADAM10 inh	ssDAF-12 act	hcDAF12 agonist	SMARCA2 act	DAX1 inh-1	DAX1 inh-2	hgDAF12 agonist	FXN GAA850 act	sPLA2-III inh
CC1(C)CC(=O)C2=C(C1)Nc1ccccc1N1C(=O)c3ccccc3C21 (stereo unspecified)	-2.9	-3.8	3.6	-1.5	0.0	0.4	0.1	0.2	-2.1	-2.1	5.5
O=C(O)c1cccc(NC(=S)NCc2ccccc2)c1	-1.9	-0.1	11.6	-1.7	0.4	-1.6	-0.3	1.1	2.0	1.0	6.5
CCCNC(=O)CN(c1cccc(F)c1)S(C)(=O)=O	-0.1	2.9	-5.2	-1.0	-0.8	-0.5	-1.2	-0.4	1.8	-2.7	19.7*
CC(=O)NS(=O)(=O)c1ccc(NC(=S)NC(=O)Cc2ccccc2)cc1	-1.5	1.4	1.9	-0.5	-0.1	3.1	-0.3	0.7	-0.2	1.1	-1.6
COc1ccccc1C(=O)N1CC(=O)Nc2ccc(F)cc2C1c1ccccc1 (stereo unspecified)	-3.4	-10.7	-0.8	-0.4	-1.0	0.3	-1.4	-0.1	-1.9	0.6	12.3
O=C(c1ccc(CS(=O)(=O)c2ccc(Br)cc2)o1)N1CCCC1	4.3	2.5	-15.0	-1.6	-1.1	0.8	0.9	1.7	0.4	0.9	7.4
CCCOc1ccc(N2C(=O)C3C4C=CC(CC4)C3C2=O)cc1 (stereo unspecified)	3.3	3.2	-1.1	-1.4	-1.5	-3.4	0.5	0.1	-1.0	1.3	-2.4
COC(=O)C(CCSC)NC(=O)CNS(=O)(=O)c1ccc(F)cc1 (stereo unspecified)	-2.3	2.2	1.5	-1.4	-0.3	1.4	-0.9	-0.3	0.9	-2.0	10.0
Cn1c(-c2ccco2)nc2cc3ccccc3cc21	0.5	3.3	i	1.9*	17.4*	6.6	-1.9	4.3*	19.3*	5.7	5.7
CCOC(=O)C1=NNC(C(=O)c2ccc(C)cc2)C1c1ccc(C)cc1 (stereo unspecified)	-2.9	-2.5	10.4	-1.5	-1.9	2.2	-1.3	-0.7	-0.7	2.3	-17.1
Cc1ccc(NC(=O)Cn2nc(C)cc2C)cc1	0.2	1.2	5.2	-1.1	-0.1	-1.5	-1.6	1.0	-1.5	0.4	0.4
Cc1cccc(C)c1NC(=O)CN1C(=O)N(C)Cc2ccccc21	4.9	2.4	8.8	-1.1	0.4	-1.6	-0.2	0.4	1.3	1.6	10.6
CC1Cc2ccccc2N1C(=O)CNc1cccc(S(=O)(=O)N2CCCC2)c1 (stereo unspecified)	0.6	-0.5	4.5	-0.8	-1.6	-0.7	-0.9	0.0	-0.5	1.5	-2.3
Cc1cccc(NC(=S)NC(=O)/C=C/c2ccccc2)n1	-2.5	0.8	-30.5	-0.9	2.2	3.2	4.3*	1.0	6.0	6.0	-3.8
Cc1cc(CNC(=O)COc2ccc(F)cc2)c2ccccc2n1	2.3	-0.1	-2.4	-2.2	-1.6	-0.4	-2.5	-1.0	-5.9	1.6	-1.4
CC(C)(C)n1nnnc1C(c1ccc(F)cc1)N1CCC(C(N)=O)CC1 (stereo unspecified)	1.4	-2.0	-4.4	-0.5	1.4	-1.8	1.4	0.7	-2.5	1.3	2.4
CC(C)(C)c1cc(C(=O)N2CCN(c3ncccn3)CC2)ccn1	-2.6	4.3	-16.4	-1.6	0.4	-4.0	-1.5	0.4	2.7	0.0	2.8
COC(=O)C(=C/C=C/c1cccnc1)C(=O)OC	6.2	2.8	-1.6	-1.6	0.2	-4.2	1.0	-0.6	0.2	0.5	6.2
Cc1ccccc1CN1CCCCC(NC(=O)c2ccc(F)cc2)C1=O (stereo unspecified)	0.1	1.3	-0.9	-1.1	-4.5	-1.3	·	-2.7	-2.8	·	3.3
O=C(Cc1nc(-c2cnccn2)no1)NNC(=O)Nc1ccccc1	4.1	-1.3	5.6	-1.6	-1.6	3.0	0.2	-0.3	-0.6	-1.3	-15.4
O=C(Cc1ccccc1)Nc1ccc2c(c1)CCC2	0.0	4.4	-5.2	-1.2	0.7	-0.3	1.8	1.0	9.0	6.0	-2.5
CCC(C)[C@H](NC(=O)N1CC(=O)Nc2ccccc21)C(=O)N[C@@H](C(=O)O)c1ccccc1 (stereo partly specified)	1.2	1.0	-6.8	-1.1	-0.3	-0.9	-0.2	0.0	0.9	1.8	3.7
